High-throughput results from PubChem.
M1 ag parental: counter-screen for M1 agonists: effect in parental CHO-K1 cells | hit rate 0.48% among 360,000 | Fluo-8 calcium fluorescence; scaled to maximal ATP response, vehicle zero | activation, % at 3 µM; in the data active = activation above about 15%;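 note: untransfected CHO-K1 host cells lacking M1 receptor as counterscreen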
CHO-K1 Ca PAM: counter-screen for M1 PAMs: effect in parental CHO-K1 cells | ATP EC20, Fluo-8 calcium fluorescence; 0% at ATP EC20, 100% at ATP max | activation, % at 3 µM | hit rate 0.02% among 360,000 | AID 602247;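 active = activation above the run cutoff, the mean activation of all test compounds plus 3 SD, cut at about 40% in these data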;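 note: peak over basal fluorescence ratio in a 140 s read after ATP addition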
M5 PAM: positive allosteric modulators of human muscarinic M5 receptor | activation, % at 3 µM | CHO-K1 hM5, Fluo-8 calcium, ACh EC20 PAM; 0% = ACh EC20, 100% = ACh EC100 | P08912 | hit rate 0.3% among 360,000;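 active = activation above the run cutoff, the mean activation of all test compounds plus 3 SD, cut at about 18% in these data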
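System: CHO-K1 hM5 cells. Reagent: acetylcholine, EC20 level. Compound dosing: single dose, 3 µM nominal final test concentration. Timing: Post-acetylcholine fluorescence recording 140 s. Detection: Fluo-8 calcium fluorescence. Read-out: % activation, ACh-normalized. Benchmarks: ACh EC20 and EC100 wells. Repeats: singlicate, one well per test compound.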
CHRM5 antagonist: antagonists of human muscarinic M5 receptor (CHRM5). P08912. CHO-hM5 cells, Fluo-8 calcium fluorescence, ACh EC80. inhibition, % at 3 µM. hit rate 0.59% among 360,000;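 active = inhibition above a per-plate cutoff, the mean of that plate's test compounds plus 3 SD, cut at about 27% in these data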;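 note: 0% = acetylcholine EC80 with DMSO and 100% = DMSO without agonist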
M4 ag: CHRM4 agonism in calcium assay. P08173. CHO-K1 hM4/Gqi5, Fluo-8 calcium fluorescence; vehicle 0%, full acetylcholine response 100%. activation, % at 3 µM. hit rate 0.14% among 360,000. AID 624127;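 active = activation above the run mean over all test wells plus 3 SD, cut at about 32% in these data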;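 note: peak over basal fluorescence ratio per well then scaled between controls; 0% = DMSO wells and 100% = acetylcholine at EC100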
Target sequence (P08173 whole entry, looked up): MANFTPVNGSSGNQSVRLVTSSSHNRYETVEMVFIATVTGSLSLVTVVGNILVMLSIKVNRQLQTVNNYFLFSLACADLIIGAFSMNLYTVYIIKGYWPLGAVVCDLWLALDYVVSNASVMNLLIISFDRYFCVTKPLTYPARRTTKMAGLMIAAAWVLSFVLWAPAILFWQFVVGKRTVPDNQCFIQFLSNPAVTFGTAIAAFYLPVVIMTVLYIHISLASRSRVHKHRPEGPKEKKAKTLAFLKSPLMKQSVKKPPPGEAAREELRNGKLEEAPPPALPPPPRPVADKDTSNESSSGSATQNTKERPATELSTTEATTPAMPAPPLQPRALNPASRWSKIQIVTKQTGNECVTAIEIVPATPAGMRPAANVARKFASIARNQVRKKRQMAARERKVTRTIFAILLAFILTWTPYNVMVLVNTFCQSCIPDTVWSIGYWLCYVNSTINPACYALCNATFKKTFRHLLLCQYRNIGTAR
CHO-K1 Ca antag: M1 antagonist counterscreen hit in parental CHO-K1 cells. ATP-induced calcium, Fluo-8 fluorescence. inhibition, % at 3 µM. hit rate 0.6% among 360,000. AID 602250;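 active = inhibition above a per-plate cutoff, the plate's mean sample inhibition plus 3 SD, cut at about 24% in these data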;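 note: 0% = DMSO plus EC80 ATP and 100% = DMSO alone without ATP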
M5 ag: agonists of human muscarinic M5 receptor (CHRM5); P08912; CHO-K1 hM5 cells, Fluo-8 calcium fluorescence; 0% DMSO wells, 100% maximal acetylcholine response; activation, % at 3 µM; hit rate 0.19% among 360,000;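 active = activation above the run's mean over test compounds plus 3 SD, cut at about 23% in these data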;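 note: signal is peak over basal fluorescence ratio across the kinetic read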
CHRM4 antagonist: antagonists of human muscarinic M4 receptor (CHRM4); P08173; CHO-hM4 cells, ACh EC80, Fluo-8 calcium fluorescence; inhibition, % at 3 µM; hit rate 0.73% among 360,000;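 active = inhibition above its plate's cutoff, the mean inhibition of sample wells plus 3 SD, cut at about 27% in these data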;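 note: 0% = acetylcholine EC80 with DMSO and 100% = DMSO without agonist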
CHRM4 PAM: potentiates acetylcholine response at human M4 receptor; hit rate 0.4% among 360,000; activation, % at 3 µM; AID 624126; P08173; CHO-K1 hM4/Gqi5, Fluo-8 calcium fluorescence, ACh EC20; 0% = ACh EC20, 100% = maximal ACh;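 active = activation above its plate's cutoff, the mean activation of sample wells plus 3 SD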; note: some results filed as inactive read as strong as hits
Active calls of the source: *; . = no result given. This is a random part of the collection; any-hit rate near 2.7%.

SMILES	M1 ag parental	CHO-K1 Ca PAM	M5 PAM	CHRM5 antagonist	M4 ag	CHO-K1 Ca antag	M5 ag	CHRM4 antagonist	CHRM4 PAM
O=C1CCC(C(=O)OCC(=O)Nc2ccccc2Br)=NN1	0.6	17	7	18	0	17	0	2	2
Cc1ccc(NC(=O)C2CCN(S(=O)(=O)c3ccc4ccccc4c3)CC2)nc1	2.0	12	-3	-1	9	-8	-3	-2	-1
O=C(CCn1c(=O)oc2ccccc21)Nc1cccc([N+](=O)[O-])c1	0.9	-11	-7	7	1	-2	-1	3	-4
O=C(CCl)Nc1cccc(-c2cnc3ccccc3n2)c1	0.8	17	1	5	7	-6	-4	-4	6
CSc1nc2ccccc2n1CC(=O)Nc1ccc(C)c(C)c1	4.6	9	-3	6	3	2	-4	6	-3
Nc1sc2c(c1C(=O)NCCc1ccccc1)CCCC2	.	.	10	-11	4	.	-1	-10	6
Cc1ccc(/C(N)=N/OC(=O)c2ccc3ccccc3c2)cc1	-0.3	-5	-6	10	1	-3	-4	4	-3
Cc1ccc(C(=O)N2N=C(c3ccccc3)CC2(O)C(F)(F)F)o1 (centres undefined)	-0.2	-10	-12	12	-1	3	-5	-12	0
COc1ccc(C(=O)NNc2ccccc2)cc1	0.5	5	-8	7	1	-7	1	-3	10
COc1ccc(-c2csc(N3CCC(C(N)=O)(N4CCCCC4)CC3)n2)cc1	3.7	-2	-10	19	7	-27	4	-10	1
COc1ccc(-c2nc3ccc(Cl)cn3c2NC2CCCCC2)cc1SC1CCCCC1	-0.2	-11	-8	17	2	-2	2	0	-1
O=C(O)CCC1COc2ccccc2O1 (centres undefined)	0.4	13	-3	-9	1	-12	-1	10	2
COc1ccccc1CNC(=O)CSc1ccc(Br)cc1	0.1	13	0	-4	-1	-3	-2	7	2
CCn1c2ccccc2c2cc(NC(=O)c3cc(OC)c(OC)c(OC)c3)ccc21	0.5	14	0	-2	1	-15	-1	-5	-1
O=C(Nc1ccccc1)c1cccc(-c2nnc(-c3ccccc3)o2)c1	-0.2	0	-5	-4	1	4	1	0	-2
O=C1N/C(=N/N=C/c2ccccc2O)SC1Cc1ccc(F)cc1 (centres undefined)	0.6	10	0	-3	0	-7	3	-5	7
O=C(CSc1nnc(NC2CC2)s1)c1ccc[nH]1	1.3	4	2	8	2	-1	1	5	-5
CN(c1ccccc1C(=O)NC1CCCCC1)S(=O)(=O)c1ccccc1	1.3	26	3	0	5	-17	4	-6	0
CCOC(=O)c1ccc(S(=O)(=O)N2CCC(C(=O)N3CCN(c4ccccc4OC)CC3)CC2)cc1	4.8	-9	-23	6	25	4	-2	6	-9
Cc1cc(NC(=O)CSc2nnc(C)c(=O)n2N)no1	0.0	11	9	-7	3	-5	-2	-8	-3
CC(=O)OC1OCCOC1NC(=S)Nc1ccc(C)cc1 (centres undefined)	0.4	15	3	2	0	-13	3	8	0
O=C(NCCS(=O)(=O)NCc1cccnc1)c1ccccc1	0.2	8	2	-4	1	5	2	3	4
CC(C)=CC(=O)Nc1nc2ccc([N+](=O)[O-])cc2s1	-0.5	-11	-1	-2	1	13	-3	-6	13
CN(C)CCNc1oc(COc2ccc(Cl)cc2Cl)nc1C#N	1.5	-11	-5	-2	1	-17	5	1	5
CC(=O)c1nn(-c2cccc(Br)c2)cc1C(=O)c1ccc(C)cc1	0.0	6	-5	1	0	-5	-1	2	7

Ordered by length of the SMILES (falling): some entries from above
SMILES	M1 ag parental	CHO-K1 Ca PAM	M5 PAM	CHRM5 antagonist	M4 ag	CHO-K1 Ca antag	M5 ag	CHRM4 antagonist	CHRM4 PAM
COc1ccc(-c2csc(N3CCC(C(N)=O)(N4CCCCC4)CC3)n2)cc1	3.7	-2	-10	19	7	-27	4	-10	1
CC(=O)c1nn(-c2cccc(Br)c2)cc1C(=O)c1ccc(C)cc1	0.0	6	-5	1	0	-5	-1	2	7
O=C1N/C(=N/N=C/c2ccccc2O)SC1Cc1ccc(F)cc1 (centres undefined)	0.6	10	0	-3	0	-7	3	-5	7
O=C(NCCS(=O)(=O)NCc1cccnc1)c1ccccc1	0.2	8	2	-4	1	5	2	3	4
CC(=O)OC1OCCOC1NC(=S)Nc1ccc(C)cc1 (centres undefined)	0.4	15	3	2	0	-13	3	8	0
O=C(CSc1nnc(NC2CC2)s1)c1ccc[nH]1	1.3	4	2	8	2	-1	1	5	-5
O=C(O)CCC1COc2ccccc2O1 (centres undefined)	0.4	13	-3	-9	1	-12	-1	10	2

Record cards (already shown). Order of screens: M1 ag parental	CHO-K1 Ca PAM	M5 PAM	CHRM5 antagonist	M4 ag	CHO-K1 Ca antag	M5 ag	CHRM4 antagonist	CHRM4 PAM
Entry for `O=C(CSc1nnc(NC2CC2)s1)c1ccc[nH]1` = 1.3	4	2	8	2	-1	1	5	-5
Entry for `CSc1nc2ccccc2n1CC(=O)Nc1ccc(C)c(C)c1` = 4.6	9	-3	6	3	2	-4	6	-3
Entry for `O=C1N/C(=N/N=C/c2ccccc2O)SC1Cc1ccc(F)cc1` (centres undefined) = 0.6	10	0	-3	0	-7	3	-5	7

Continuation.
SMILES	M1 ag parental	CHO-K1 Ca PAM	M5 PAM	CHRM5 antagonist	M4 ag	CHO-K1 Ca antag	M5 ag	CHRM4 antagonist	CHRM4 PAM
COCCn1c(C)cc(C(=O)CSc2nc3nc(C)cc(C)n3n2)c1C	0.9	9	-1	7	2	0	-1	7	10
COc1ccccc1S(=O)Cc1ccc(C(=O)NCc2ccccc2Cl)o1 (centres undefined)	3.8	16	-5	-2	5	2	-2	-3	-3
CCC1(c2ccc(Cl)cc2)NC(=O)N(CC(=O)NC2CCCCCC2)C1=O (centres undefined)	1.5	7	-2	0	2	-10	0	-5	-2
O=C(Cc1cccc(NC(=O)C2CCCN(C(=O)C3CCCCC3)C2)c1)Nc1ccc(C(=O)N2CCCCC2)cc1 (centres undefined)	0.1	14	-1	-9	1	-9	2	-3	-6
CCOC(=O)C1=C(CC)Nc2ccccc2N=C1NC(=O)c1ccc(OC)c(S(=O)(=O)N2CCOCC2)c1	0.1	11	-3	9	2	-19	4	-9	7
CC(c1ccccc1)n1cnc2ccccc2c1=O (centres undefined)	1.8	22	8	6	2	-15	-5	-10	1
O=[N+]([O-])c1ccc2c(c1)[nH]c(=S)n2-c1ccccc1	-0.2	-4	2	-10	1	-1	-3	-12	15
CCOC(=O)N1CCN(S(=O)(=O)c2ccc(OC)c3ccccc23)CC1	3.5	5	-16	11	9	-4	9	8	4
Cc1ccc(CNc2cc(C(=O)O)ccc2C)s1	1.6	28	1	1	1	-22	-1	-25	6
Cc1ccc2c(N)[nH]nc2n1	1.3	20	-4	11	1	1	-4	-4	10
Cn1nc(C(F)(F)F)c(/C=N/OC(=O)c2ccccc2)c1Cl	2.2	9	-1	4	0	4	-1	5	2
O=C(COc1ccc(Cl)cc1Cl)OCC(=O)N1CCCc2ccccc21	-0.2	-13	10	-6	0	21	-2	-5	3
Clc1ccc(N(CC2CO2)CC2CO2)cc1 (centres undefined)	0.5	15	11	3	1	-5	1	-3	9
CC(C)c1cc(CNC(=O)CC2C(=O)NCCN2CC2CCCCC2)on1 (centres undefined)	-0.2	16	5	7	1	-8	7	4	2
O=C(NCCO)c1cccc2c1C(=O)c1ccccc1-2	0.1	17	0	2	1	-8	0	-1	0
CN(C)/C=C/C(=O)c1ccccc1	0.5	-2	6	1	0	-7	4	5	-1
CC(C)(O)C#Cc1ccc(C(=O)N2CCCC2C(=O)O)s1 (centres undefined)	-0.1	8	-2	-12	1	-10	-1	-5	-1
CC(C)c1ccc(NC(=O)C2=CC=CN3CCS(=O)(=O)N=C23)cc1	0.4	-27	-6	-4	2	6	3	6	5
C=CCn1c(SCc2nc3ccccc3c(=O)[nH]2)nnc1-c1cc2cc(Cl)ccc2o1	2.3	15	3	3	0	2	1	9	7
COc1ccc(-c2cc(-c3ccccc3)nc(N)n2)c(O)c1	0.5	-7	-13	-2	5	0	2	-21	3
CN1CCN(C(=O)c2cnc(Cc3c[nH]c4ccccc34)c(I)c2)CC1	2.5	12	7	-6	5	-1	0	2	5
CCN(CC(=O)Nc1c(F)cccc1F)C(=O)c1ccc2ncsc2c1	7.0	14	4	4	1	10	2	-3	2
O=C(NCCNC(=O)C(c1ccccc1)c1ccccc1)c1ccco1	0.0	-8	1	-8	0	12	2	0	4
COc1cccc(OCc2cc(C(=O)N3CCN(C4CCCC4)CC3)no2)c1	2.0	-11	-6	29*	4	-2	-8	1	-6
COc1cc(N=Nc2ccc(Br)cc2)cc(C=O)c1O	0.4	20	4	-5	-1	-11	0	-9	4
The listing continues.
SMILES	M1 ag parental	CHO-K1 Ca PAM	M5 PAM	CHRM5 antagonist	M4 ag	CHO-K1 Ca antag	M5 ag	CHRM4 antagonist	CHRM4 PAM
OCC[C@@H]1C[C@@H](O)[C@H](O)[C@]2(CCc3ccccc3CO2)O1	0.7	3	-1	13	1	6	-1	1	3
Cc1ccc(S(=O)(=O)N2CCN(c3cc4c(cc3[N+](=O)[O-])n(C)c(=O)n4C)CC2)cc1	7.9	5	-10	1	13	-2	3	-36	-5
Cc1cccc(C)c1NC(=O)C1(C)CSCC(=O)N1CCc1ccccc1F (centres undefined)	.	.	3	-9	7	.	3	-15	10
CC(=O)Nc1ccc(NC(=O)c2cccc(Oc3ccccc3)c2)cc1	0.9	5	0	4	3	-2	-3	-4	5
CCn1c(O)c(N=NC(=O)CNC(=O)c2ccco2)c2ccccc21	0.1	-1	-2	2	1	3	-3	8	4
CCCNC(=O)c1ccc(N2CCC3(CC2)CC(c2ccc(Cl)cc2)=NO3)c([N+](=O)[O-])c1	3.3	6	0	8	1	-5	0	8	18
